Compound activity: PubChem BioAssay, several laboratories
NOD2-RIPK2 inh: NOD2-RIPK2 protein interaction inhibition | O43353 | inhibition, % at 4.98 µM | 360,000 tested, 0.38% active | CHO BLA complementation NOD2-RIPK2, CCF4 ratio; in the data active = inhibition above about 21%;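 note: 0% = vehicle only and 100% = reference blocker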
SRC1 inh: inhibits human SRC1 coactivator. HEK293 GAL4-SRC1 luciferase reporter, luminescence. inhibition, % at 3.6 µM. 360,000 tested, 0.12% active. AID 588354;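 active = inhibition above the campaign mean plus 3 SD, with each screening campaign given its own cutoff, cut at about 60% in these data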;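 note: 0% = DMSO treated cells and 100% = gossypol at 36 µM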
NCOA3 inh: inhibits human SRC3 coactivator; Q9Y6Q9; HEK293 GAL4-SRC3 luciferase reporter, luminescence; inhibition, % at 3.6 µM; 360,000 tested, 0.17% active; AID 588352;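 active = inhibition above a per-campaign cutoff, the mean of all compounds plus 3 SD, cut at about 60% in these data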;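 note: 0% = DMSO-treated cells and 100% = gossypol-treated cells at 36 µM; higher means less SRC3-driven luciferase light from the GAL4 reporter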
SRC2 inh: inhibits human steroid receptor coactivator 2. inhibition, % at 9 µM. 370,000 tested, 0.17% active. HEK293 GAL4-SRC2 luciferase reporter, luminescence;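 active = inhibition above the mean inhibition of all tested compounds plus 3 SD, set per campaign, cut at about 52% in these data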;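 note: 0% = DMSO treated cells and 100% = cells given Gossypol at 36 µM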
Target sequence (Q15596 whole entry, looked up, the tested form may be a part): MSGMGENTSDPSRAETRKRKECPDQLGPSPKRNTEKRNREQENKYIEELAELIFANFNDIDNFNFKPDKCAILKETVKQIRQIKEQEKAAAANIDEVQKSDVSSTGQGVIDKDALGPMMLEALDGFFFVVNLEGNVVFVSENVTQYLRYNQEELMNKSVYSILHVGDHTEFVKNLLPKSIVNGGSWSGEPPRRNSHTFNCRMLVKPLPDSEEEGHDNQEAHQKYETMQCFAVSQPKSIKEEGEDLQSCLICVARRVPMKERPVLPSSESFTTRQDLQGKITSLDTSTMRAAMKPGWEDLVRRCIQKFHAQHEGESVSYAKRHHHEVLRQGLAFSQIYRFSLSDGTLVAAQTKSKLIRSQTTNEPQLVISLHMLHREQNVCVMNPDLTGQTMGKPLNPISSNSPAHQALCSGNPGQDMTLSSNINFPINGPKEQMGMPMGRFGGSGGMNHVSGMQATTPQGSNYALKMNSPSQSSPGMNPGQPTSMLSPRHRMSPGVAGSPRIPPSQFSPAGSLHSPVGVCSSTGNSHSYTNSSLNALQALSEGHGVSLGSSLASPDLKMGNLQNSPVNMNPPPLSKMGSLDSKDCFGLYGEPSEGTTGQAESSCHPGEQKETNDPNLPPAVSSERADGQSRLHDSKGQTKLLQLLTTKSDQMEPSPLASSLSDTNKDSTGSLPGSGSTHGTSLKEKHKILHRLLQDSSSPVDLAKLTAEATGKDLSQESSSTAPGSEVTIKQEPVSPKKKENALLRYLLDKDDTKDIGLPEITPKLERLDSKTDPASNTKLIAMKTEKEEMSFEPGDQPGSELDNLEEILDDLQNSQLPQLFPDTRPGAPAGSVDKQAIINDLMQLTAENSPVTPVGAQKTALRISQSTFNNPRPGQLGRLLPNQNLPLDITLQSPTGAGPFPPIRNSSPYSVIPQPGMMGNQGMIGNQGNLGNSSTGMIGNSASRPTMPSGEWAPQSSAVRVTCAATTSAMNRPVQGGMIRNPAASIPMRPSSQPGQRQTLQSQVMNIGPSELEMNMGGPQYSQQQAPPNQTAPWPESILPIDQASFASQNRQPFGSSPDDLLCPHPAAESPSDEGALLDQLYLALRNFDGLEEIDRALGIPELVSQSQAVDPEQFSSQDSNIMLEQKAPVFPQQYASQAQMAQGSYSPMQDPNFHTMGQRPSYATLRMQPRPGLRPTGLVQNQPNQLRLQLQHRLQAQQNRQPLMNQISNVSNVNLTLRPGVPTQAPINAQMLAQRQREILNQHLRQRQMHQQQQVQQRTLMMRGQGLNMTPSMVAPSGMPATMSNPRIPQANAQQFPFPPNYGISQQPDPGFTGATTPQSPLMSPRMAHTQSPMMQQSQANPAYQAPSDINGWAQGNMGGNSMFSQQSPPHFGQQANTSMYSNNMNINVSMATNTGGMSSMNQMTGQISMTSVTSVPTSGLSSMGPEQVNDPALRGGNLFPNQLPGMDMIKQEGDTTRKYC
LMP1 NFkB inh: reduces LMP1-driven NF-kappaB luciferase signal | LMP1-induced NF-kappaB luciferase reporter cells, luminescence | 350,000 tested, 0.69% active | AID 504558 | inhibition, % at 12.5 µM; in the data active = inhibition above about 41%;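 note: 0% = neutral control wells and 100% = reference inhibitor control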
Vif inh: blocks HIV Vif function; HEK293T cells, Vif self-association by quenched fluorescence, imaging, 24 h; inhibition, % at 7.49 µM; 340,000 tested, 0.35% active; AID 602346; in the data active = inhibition above about 50%, passing the limit was not always enough; note: some results filed as inactive read as strong as hits
TROY signal inh: TROY signaling inhibition. AID 1347056. inhibition, % at 10 µM. 360,000 tested, 0.98% active. Q293 LMP1-TROYcd NF-kB luciferase reporter, 4 h;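 active = compounds whose plate-normalised and pattern-corrected inhibition of the luciferase reporter signal at the single screening dose is 50% or more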
TLR9-MyD88 block: blocks human TLR9 binding to MyD88; Q9NR96+Q99836; CHO BLA complementation TLR9-MyD88, CCF4 FRET ratio; inhibition, % at 4.98 µM; 340,000 tested, 0.21% active; AID 504734;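 active = inhibition above the mean over all tested compounds plus 3 SD, cut at about 21% in these data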;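 note: 0% = DMSO only wells and 100% = clavulanate BLA inhibitor control wells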
NR2F2 inh: inhibitors of human COUP-TFII (NR2F2); HEK293T NGFI-A luciferase reporter, luminescence; inhibition, % at 8.6 µM; 370,000 tested, 0.7% active; AID 686940;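 active = inhibition above a per-plate cutoff, mean inhibition of test wells between control levels plus 3 SD, cut at about 38% in these data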;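 note: cells cotransfected with COUP-TFII expression vector driving the NGFI-A reporter; 0% = median of COUP-TF2 test wells and 100% = reporter-only cells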
C8 TRAIL sens: sensitizes caspase-8 expressing cells to TRAIL. inhibition (viability loss, TRAIL sensitization), % at 10 µM. NB7+C8 cells + TRAIL, ATPlite viability luminescence. 360,000 tested, 1% active;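 active = compounds causing at least 50% loss of cell viability in the single-dose screen, relative to plate controls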
LRH-1 inv ag: NR5A2 inverse agonism in reporter assay | 360,000 tested, 0.13% active | AID 602396 | O00482 | inhibition, % at 3.6 µM | HEK293T StAR-luciferase reporter, LRH-1 transfected, 24 h;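 active = inhibition above the mean inhibition of all tested compounds plus 3 SD, cut at about 73% in these data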;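 note: 0% = DMSO wells and 100% = reporter-only cells lacking LRH-1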
Numbers without * were called inactive. Some of the compounds tested; count on the stated rates, not on these rows.

Screening CCN(C(=O)COC(=O)CNC(=O)C12CC3CC(CC(C3)C1)C2)C1CCS(=O)(=O)C1 (centres undefined) returned NOD2-RIPK2 inh -5, SRC1 inh 4, NCOA3 inh 13, SRC2 inh 25, LMP1 NFkB inh 3, Vif inh -7, TROY signal inh 9, TLR9-MyD88 block -2, NR2F2 inh -1, C8 TRAIL sens -5 and LRH-1 inv ag 11.
Screening CSc1ncccc1C(=O)OCC(=O)NCc1cccs1 returned NOD2-RIPK2 inh -22, SRC1 inh 6, NCOA3 inh 4, SRC2 inh -8, LMP1 NFkB inh 9, Vif inh -18, TROY signal inh -25, TLR9-MyD88 block -4, NR2F2 inh 2, C8 TRAIL sens -23 and LRH-1 inv ag 6.
For CCCOC1CCCN(Cc2nc(-c3cnccn3)no2)C1 (centres undefined) the results were NOD2-RIPK2 inh -6, SRC1 inh 1, NCOA3 inh 14, SRC2 inh 8, LMP1 NFkB inh 0, Vif inh 0, TROY signal inh 11, TLR9-MyD88 block 2, NR2F2 inh 0, C8 TRAIL sens 3 and LRH-1 inv ag 9.
Screening COc1ccccc1CNS(=O)(=O)c1cc2c3c(c1)CCC(=O)N3CCC2 returned NOD2-RIPK2 inh -10, SRC1 inh 12, NCOA3 inh -1, SRC2 inh 7, LMP1 NFkB inh -1, Vif inh -8, TROY signal inh 13, TLR9-MyD88 block 3, NR2F2 inh 19, C8 TRAIL sens -21 and LRH-1 inv ag -6.
Screening O=C(CN1C(=O)COc2ccc(S(=O)(=O)N3CCCC3)cc21)N1CCCC1 returned NOD2-RIPK2 inh -6, SRC1 inh -2, NCOA3 inh 13, SRC2 inh 15, LMP1 NFkB inh 8, Vif inh 1, TROY signal inh 11, TLR9-MyD88 block -6, NR2F2 inh 7, C8 TRAIL sens -1 and LRH-1 inv ag 2.
Cn1c(SCCC(=O)O)nnc1-c1ccncc1 was read as NOD2-RIPK2 inh -10, SRC1 inh -3, NCOA3 inh 3, SRC2 inh 7, LMP1 NFkB inh -1, Vif inh 2, TROY signal inh 0, TLR9-MyD88 block 10, NR2F2 inh -8, C8 TRAIL sens -10 and LRH-1 inv ag -5.
`O=C(CSc1nnc(-c2cccnc2)n1Cc1ccco1)c1ccc(Cl)cc1` gave NOD2-RIPK2 inh -8, SRC1 inh -1, NCOA3 inh 5, SRC2 inh -5, LMP1 NFkB inh 1, Vif inh 5, TROY signal inh -2, TLR9-MyD88 block -2, NR2F2 inh -8, C8 TRAIL sens -2 and LRH-1 inv ag 3.
Screening CC(C)S(=O)(=O)C1=NSC2=NC(=O)/C(=C\c3ccc(-c4cccc(C(=O)O)c4)o3)C(=N)N21 returned NOD2-RIPK2 inh 12, SRC1 inh 4, NCOA3 inh 4, SRC2 inh 5, LMP1 NFkB inh -4, Vif inh 3, TROY signal inh -33, TLR9-MyD88 block 14, NR2F2 inh -6, C8 TRAIL sens -2 and LRH-1 inv ag -27.
Screening CCN(CC)C(=O)c1sc(NC(=O)Cc2ccc(OC)cc2)c(C#N)c1C returned NOD2-RIPK2 inh -1, SRC1 inh 4, NCOA3 inh 4, SRC2 inh -1, LMP1 NFkB inh 1, Vif inh 1, TROY signal inh 10, TLR9-MyD88 block -4, NR2F2 inh -8, C8 TRAIL sens -7 and LRH-1 inv ag 11.
For CC1=NOC(=O)/C1=C\c1ccc2c(c1)OCO2 the results were NOD2-RIPK2 inh -4, SRC1 inh -1, NCOA3 inh 14, SRC2 inh 0, LMP1 NFkB inh -15, Vif inh -6, TROY signal inh -8, TLR9-MyD88 block 9, NR2F2 inh 27, C8 TRAIL sens -3 and LRH-1 inv ag 7.
For COc1ccc(S(N)(=O)=O)cc1C(=O)N1CCCC1 the results were NOD2-RIPK2 inh -9, SRC1 inh 12, NCOA3 inh -11, SRC2 inh -14, LMP1 NFkB inh 2, Vif inh 8, TROY signal inh 3, TLR9-MyD88 block 9, NR2F2 inh 2, C8 TRAIL sens -5 and LRH-1 inv ag -24.
For COC(=O)[C@H](NC(=O)c1cc(-c2ccccc2)nc2ccccc12)c1ccccc1 the results were NOD2-RIPK2 inh -11, SRC1 inh -19, NCOA3 inh 16, SRC2 inh 2, LMP1 NFkB inh 1, Vif inh 25, TROY signal inh 6, TLR9-MyD88 block 4, NR2F2 inh 0, C8 TRAIL sens 4 and LRH-1 inv ag -1.

Random excerpt: 2 entries already listed.
Screening CSc1ncccc1C(=O)OCC(=O)NCc1cccs1 returned NOD2-RIPK2 inh -22, SRC1 inh 6, NCOA3 inh 4, SRC2 inh -8, LMP1 NFkB inh 9, Vif inh -18, TROY signal inh -25, TLR9-MyD88 block -4, NR2F2 inh 2, C8 TRAIL sens -23 and LRH-1 inv ag 6.
Screening CCN(C(=O)COC(=O)CNC(=O)C12CC3CC(CC(C3)C1)C2)C1CCS(=O)(=O)C1 (centres undefined) returned NOD2-RIPK2 inh -5, SRC1 inh 4, NCOA3 inh 13, SRC2 inh 25, LMP1 NFkB inh 3, Vif inh -7, TROY signal inh 9, TLR9-MyD88 block -2, NR2F2 inh -1, C8 TRAIL sens -5 and LRH-1 inv ag 11.

(next part)
CCc1ccc(S(=O)(=O)Nc2cccc(-c3ccc4nnc(C)n4n3)c2)s1 was read as NOD2-RIPK2 inh -3, SRC1 inh -10, NCOA3 inh 5, SRC2 inh -32, LMP1 NFkB inh 7, Vif inh -1, TROY signal inh 12, TLR9-MyD88 block 0, NR2F2 inh -7, C8 TRAIL sens 6 and LRH-1 inv ag -5.
Screening CCCOc1ccc(/C=c2\sc3nc(-c4ccco4)nn3c2=O)cc1OCC returned NOD2-RIPK2 inh -7, SRC1 inh 3, NCOA3 inh -5, SRC2 inh -8, LMP1 NFkB inh -2, Vif inh 0, TROY signal inh 10, TLR9-MyD88 block -1, NR2F2 inh -1, C8 TRAIL sens 5 and LRH-1 inv ag -2.
Screening O=S(=O)(NCC1CCCO1)c1ccc(S(=O)(=O)N(Cc2ccccc2F)C2CCCCC2)cc1 (centres undefined) returned NOD2-RIPK2 inh -7, SRC1 inh 15, NCOA3 inh 1, SRC2 inh -24, LMP1 NFkB inh -4, TROY signal inh 2, TLR9-MyD88 block 3, NR2F2 inh 6, C8 TRAIL sens 1 and LRH-1 inv ag -5.
For COc1ccc(C(CC(=O)Nc2ncccc2C)N2Cc3ccccc3C2=O)cc1 (centres undefined) the results were NOD2-RIPK2 inh 11, SRC1 inh 12, NCOA3 inh -1, SRC2 inh -27, LMP1 NFkB inh 4, Vif inh -4, TROY signal inh 29, TLR9-MyD88 block -3, NR2F2 inh -21, C8 TRAIL sens -19 and LRH-1 inv ag -6.
CCOC(=O)c1[nH]c(=O)[nH]c1COC(=O)c1cc2ccccc2o1 was read as NOD2-RIPK2 inh 1, SRC1 inh 6, NCOA3 inh 13, SRC2 inh -7, LMP1 NFkB inh 8, Vif inh -1, TROY signal inh 5, TLR9-MyD88 block -2, NR2F2 inh 9, C8 TRAIL sens -13 and LRH-1 inv ag -7.
For Cc1ccc(NS(=O)(=O)c2cccc(C(=O)N(C)Cc3cccs3)c2)cc1 the results were NOD2-RIPK2 inh -8, SRC1 inh 1, NCOA3 inh 12, SRC2 inh -6, LMP1 NFkB inh -1, Vif inh -6, TROY signal inh 9, TLR9-MyD88 block -1, NR2F2 inh 19, C8 TRAIL sens 4 and LRH-1 inv ag 13.
Screening CCN1C(=O)C(O)(CC(=O)c2cccc(-n3cccc3)c2)c2ccccc21 (centres undefined) returned NOD2-RIPK2 inh -6, SRC1 inh -10, NCOA3 inh 3, SRC2 inh 8, LMP1 NFkB inh -5, Vif inh 0, TROY signal inh -3, TLR9-MyD88 block -2, NR2F2 inh 12, C8 TRAIL sens 3 and LRH-1 inv ag -1.
CC(C(=O)OCC(=O)NC1CCCC1)N1C(=O)c2ccccc2C1=O (centres undefined) was read as NOD2-RIPK2 inh 0, SRC1 inh 1, NCOA3 inh -5, SRC2 inh -5, LMP1 NFkB inh -1, Vif inh 13, TROY signal inh 4, TLR9-MyD88 block -8, NR2F2 inh 4, C8 TRAIL sens 5 and LRH-1 inv ag 0.
`Cc1cccc(C(=O)NC2CCN(CC(=O)N3CCOCC3)CC2)c1` gave NOD2-RIPK2 inh -7, SRC1 inh 0, NCOA3 inh -1, SRC2 inh -4, LMP1 NFkB inh 2, Vif inh -5, TROY signal inh 10, TLR9-MyD88 block 2, NR2F2 inh 18, C8 TRAIL sens -10 and LRH-1 inv ag -6.
Screening O=C(Nc1cccn2ncnc12)c1ccc(Cl)cc1 returned NOD2-RIPK2 inh -7, SRC1 inh 3, NCOA3 inh -1, SRC2 inh -3, LMP1 NFkB inh 7, Vif inh -12, TROY signal inh -14, TLR9-MyD88 block -10, NR2F2 inh -11, C8 TRAIL sens 0 and LRH-1 inv ag -32.
`CC(=O)c1ccc(-c2ccc(C(=O)NCC(c3ccco3)N(C)C)o2)cc1` (centres undefined) gave NOD2-RIPK2 inh -8, SRC1 inh -93, NCOA3 inh -65, SRC2 inh -49, LMP1 NFkB inh -29, Vif inh -1, TROY signal inh -49, TLR9-MyD88 block -5, NR2F2 inh -17, C8 TRAIL sens 1 and LRH-1 inv ag -110.
For Cc1ccnc(NC(=O)c2cccc(NC(=O)COc3ccccc3)c2)c1 the results were NOD2-RIPK2 inh 1, SRC1 inh -20, NCOA3 inh -4, SRC2 inh -11, LMP1 NFkB inh 5, Vif inh -6, TROY signal inh -35, TLR9-MyD88 block -3, NR2F2 inh 2, C8 TRAIL sens 22 and LRH-1 inv ag -14.
Screening Cc1noc(NS(=O)(=O)c2ccc(NC(=O)CCn3c(=O)oc4ccccc43)cc2)c1C returned NOD2-RIPK2 inh 0, SRC1 inh 16, NCOA3 inh -1, SRC2 inh 4, LMP1 NFkB inh 5, Vif inh -14, TROY signal inh -1, TLR9-MyD88 block -13, NR2F2 inh -1, C8 TRAIL sens 1 and LRH-1 inv ag 6.
COc1cccc(N2CCN(c3c4c(nc5ncnn35)CCC4)CC2)c1 was read as NOD2-RIPK2 inh -7, SRC1 inh -9, NCOA3 inh -5, SRC2 inh 9, LMP1 NFkB inh 17, Vif inh -7, TROY signal inh 14, TLR9-MyD88 block -11, NR2F2 inh 55*, C8 TRAIL sens 15 and LRH-1 inv ag 21.
Screening COc1ccc(-c2noc(-c3ccccc3C(=O)NCc3ccco3)n2)cc1 returned NOD2-RIPK2 inh 3, SRC1 inh -26, NCOA3 inh -29, SRC2 inh -26, LMP1 NFkB inh -9, Vif inh -25, TROY signal inh -3, TLR9-MyD88 block 11, NR2F2 inh -10, C8 TRAIL sens 26 and LRH-1 inv ag -11.
FC(F)Sc1ccc(NC2=NCCCCC2)cc1 was read as NOD2-RIPK2 inh 6, SRC1 inh -8, NCOA3 inh 5, SRC2 inh -36, LMP1 NFkB inh -4, Vif inh -13, TROY signal inh -6, TLR9-MyD88 block -10, NR2F2 inh 1, C8 TRAIL sens 7 and LRH-1 inv ag -1.
COc1ccc(C(Sc2ccccc2)c2ccccc2)cc1OC (centres undefined) was read as NOD2-RIPK2 inh 1, SRC1 inh 3, NCOA3 inh 5, SRC2 inh 6, LMP1 NFkB inh -7, Vif inh -21, TROY signal inh -15, TLR9-MyD88 block -8, NR2F2 inh -2, C8 TRAIL sens 7 and LRH-1 inv ag -10.
